KLF5 inh: kruppel-like factor 5 inhibition; DLD-1 KLF5 promoter-luciferase reporter, luminescence; 0.23% of 290,000 active; inhibition, % at 5 µM;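 active = inhibition above a per-plate limit of that plate's mean compound inhibition plus 3 SD, cut at about 60% in these data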;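 also: 0% = DMSO wells and 100% = LY294002 at 200 µM; higher means less KLF5 promoter-driven luciferase light; inactives centre near -14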
MrgX1 antagonist: antagonists of human MrgX1 receptor | B-score at 10 µM | MRGX1-HEK293 calcium flux, Fluo-4, BAM8-22 antagonism; active compounds read low | Q96LB2 | 1.3% of 310,000 active;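 active = calcium-response B-score plate-corrected more than 3 library SD below zero, starting fluorescence within 5 deviations, no agonist response on first addition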;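 also: peak minus trough fluorescence over baseline after final BAM8-22 challenge near maximal dose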
IEC-6 tox: IEC-6 cytotoxicity, counter-screen for KLF5 inhibitors | luminescence viability | inhibition, % at 5 µM | 0.78% of 290,000 active; in the data active = inhibition above about 22%;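 also: 0% = plate median of test compound wells and 100% = cytotoxic reference compound wells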
TRPC6 inhibitor: blocks the mouse TRPC6 cation channel. Q61143. HEK293-TRPC6, membrane potential dye, ACh-evoked depolarization; active compounds read low. B-score at 10 µM. 1.1% of 310,000 active;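 active = B-score under library mean minus 3 SD, initial fluorescence not abnormally high, positive integrated signal ratio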;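 also: B-score derived from integrated fluorescence ratio over the kinetic read; more negative B-score means stronger inhibition of depolarization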
Target sequence (Q61143 whole entry, looked up): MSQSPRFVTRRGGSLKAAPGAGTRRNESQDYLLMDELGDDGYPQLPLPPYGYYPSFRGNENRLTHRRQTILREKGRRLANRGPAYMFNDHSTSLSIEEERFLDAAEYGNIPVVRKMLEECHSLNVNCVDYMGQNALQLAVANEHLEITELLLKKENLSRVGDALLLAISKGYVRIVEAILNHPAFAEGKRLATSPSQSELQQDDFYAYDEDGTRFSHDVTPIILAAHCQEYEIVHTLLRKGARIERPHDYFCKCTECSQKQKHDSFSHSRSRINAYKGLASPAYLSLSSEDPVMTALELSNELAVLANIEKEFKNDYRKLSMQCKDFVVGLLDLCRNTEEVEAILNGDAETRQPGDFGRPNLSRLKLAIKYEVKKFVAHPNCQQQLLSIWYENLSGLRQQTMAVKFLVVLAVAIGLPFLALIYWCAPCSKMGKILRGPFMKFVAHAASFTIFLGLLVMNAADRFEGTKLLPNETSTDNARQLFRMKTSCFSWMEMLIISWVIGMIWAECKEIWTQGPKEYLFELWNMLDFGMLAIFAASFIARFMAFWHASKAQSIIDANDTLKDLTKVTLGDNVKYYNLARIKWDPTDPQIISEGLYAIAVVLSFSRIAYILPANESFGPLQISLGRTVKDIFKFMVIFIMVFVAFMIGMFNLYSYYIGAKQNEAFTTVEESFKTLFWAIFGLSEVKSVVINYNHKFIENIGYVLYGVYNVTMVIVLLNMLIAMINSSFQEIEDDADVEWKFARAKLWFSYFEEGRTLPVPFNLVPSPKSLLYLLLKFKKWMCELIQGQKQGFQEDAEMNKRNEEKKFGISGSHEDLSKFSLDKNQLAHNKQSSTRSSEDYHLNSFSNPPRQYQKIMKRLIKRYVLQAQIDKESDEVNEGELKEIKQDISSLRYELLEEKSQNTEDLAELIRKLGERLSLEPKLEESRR
HIF act: HIF pathway transcriptional activation; AID 1910; U2OS HRE-luciferase reporter, luminescence; normalized: DMSO 0%, desferrioxamine 100%; activation, % at 7.5 µM (by protocol); 0.32% of 300,000 active;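 active = mean activation of at least 10% of the iron chelator positive control signal, with at least half of replicates also reaching 10%; inconclusive = mean and replicate majority disagree about reaching 10%; inactive = mean and most replicates under 10%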
SKKanGAS inh: SKKanGAS growth inhibition; S. pyogenes SKKanGAS, kanamycin growth, BacTiter-Glo, 6 h; inhibition, % at 7.5 µM; 1.3% of 300,000 active;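 active = mean replicate score, as percent of positive control median, at least 50; inconclusive = mean below 50 but one replicate at or above 50; inactive = mean and every replicate below 50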;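 also: strain carries kanamycin resistance gene driven by streptokinase promoter and grows in 40 µg/ml kanamycin; loss of luminescence reflects streptokinase promoter inhibition or plain growth inhibition; 0% = median of DMSO wells and 100% = positive control at its reference dose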
TRPC6 act: mouse TRPC6 channel activation; Q61143; HEK293-TRPC6 membrane potential dye fluorescence; active compounds read high; B-score at 10 µM; 0.13% of 310,000 active; AID 2550;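 active = B-score of the integrated fluorescence ratio above library mean plus 3 SD, and starting fluorescence ratio within library mean plus 5 SD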;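 also: higher score means more depolarization so channel activation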
TRPC4 PAM: allosteric potentiators of mouse TRPC4 channel | Q9QUQ5 | HEK293 TRPC4beta/mu-opioid, DAMGO EC20, Fluo-4 Ca2+ flux; active compounds read high | B-score at 10 µM | 0.42% of 310,000 active;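 active = B-score of calcium response area above 5 SD of library B-scores, with initial fluorescence ratio within 5 SD of library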;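 also: B-score of integrated fluorescence ratio over time as area under calcium response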
aSyn UTR inh: MLPCN primary screen, SNCA 5' untranslated region | inhibition, % (tested at 7.5 µM) | alpha-synuclein 5'UTR reporter, inhibitor activity | 0.82% of 300,000 active; in the data active = inhibition above about 60%; inconclusive = no clear call, values can overlap the other calls;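 also: H4 neuroglioblastoma cells stably carrying SNCA 5'UTR luciferase fusion; 0% = DMSO wells and 100% = positive control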
TRPC4 act: opens the mouse TRPC4 cation channel | B-score at 10 µM | AID 2237 | Q9QUQ5 | 0.49% of 310,000 active | HEK293 TRPC4beta/mu-opioid, Fluo4 calcium fluorescence; active compounds read high;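 active = B-score above 5 SD of library B-scores, and initial fluorescence ratio not above library mean plus 5 SD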;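 also: positive B-score marks a calcium rise read as TRPC4 activation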
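Assay system – TRPC4beta and mu-opioid receptor HEK293 stable cells · Measured by – Fluo4 fluorescence, kinetic · Schedule – dye loading 45 min room temperature, 110 s kinetic read · Read-out – B-scored integrated calcium fluorescence ratio · Controls – buffer and maximal DAMGO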
TRPC4 block: inhibitors of mouse TRPC4 channel; Q9QUQ5; HEK293 TRPC4beta/mu-opioid, DAMGO-evoked Fluo4 calcium flux; active compounds read low; B-score at 10 µM; 0.39% of 300,000 active; AID 2247;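 active = B-score over 3 SD under the library average, no early fluorescence shift, positive overall ratio signal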
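Assay system: HEK293 cells with stable TRPC4beta plus mu-opioid receptor expression; Probe or stimulus: DAMGO in two steps, submaximal then maximal; Dosing: single-point compound dosing; Measured by: Fluo4 calcium-dye fluorescence, kinetic read; Read-out basis: B score from integrated Fluo4 fluorescence ratio.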
* marks the source's active call; other numbers are inactive results; i = inactive; ? = inconclusive; / = not tested or not shown.

SMILES | KLF5 inh | MrgX1 antagonist | IEC-6 tox | TRPC6 inhibitor | HIF act | SKKanGAS inh | TRPC6 act | TRPC4 PAM | aSyn UTR inh | TRPC4 act | TRPC4 block
Cc1ncc2c(c1OC(=O)c1ccccc1)COC(C)(C)OC2 | -12 | i | -4 | i | -1.2 | -1 | i | i | 23 | i | i
COc1ccc(CNCc2cccc(Cl)c2)cc1 | 5 | i | 2 | i | -1.8 | 2 | i | i | 8 | i | i
CCOc1ccc(-n2cc(-c3ccccc3)c3c(=S)nc[nH]c32)cc1 | -9 | i | 9 | i | 0.0 | 77* | i | i | 23 | i | i
Cc1ccc(C)c(NC(=O)CN(C)C(=O)c2ccc(-n3cncn3)c([N+](=O)[O-])c2)c1 | / | i | / | i | 0.5 | -12 | i | i | 7 | i | i
O=C(CSc1nccn1-c1ncc(C(F)(F)F)cc1Cl)c1ccc(Br)cc1 | -36 | i | 1 | i | 2.1 | -8 | i | i | -195 | i | i
CC(C)(C)c1ccc(C(=O)NCC(=O)O)cc1 | -34 | i | 11 | i | -0.1 | -3 | i | i | -10 | i | i
Cc1ccc2c(c1)C1CN(C)CCC1N2C(=O)c1ccccc1NS(=O)(=O)c1ccc(F)cc1 (stereo not drawn) | 7 | i | 2 | i | 0.7 | 3 | i | i | -18 | i | i
Cc1ccc(C(=O)N/N=C/c2ccc([N+](=O)[O-])s2)cc1 | -34 | i | -1 | i | -2.1 | ? | i | i | 108* | i | i
COc1ccc(NC(=O)COC(=O)c2c(F)cccc2Cl)cc1OC | -33 | i | -1 | i | 3.8 | -2 | i | i | -110 | i | i
O=C(NCC1CCCO1)c1nn2c(C(F)(F)F)cc(-c3cc(Br)cs3)nc2c1Br (stereo not drawn) | -7 | i | -6 | i | -0.7 | -5 | i | i | 26 | i | i
CN(C(=O)CSc1nnc(-c2ccco2)o1)C1CCCCC1 | -10 | i | -6 | i | 0.9 | 11 | i | i | -43 | i | i
Cn1c(=O)c2c(SCCN3CCOCC3)nc(C3CCCC3)nc2n(C)c1=O | -5 | i | -1 | i | -0.6 | -7 | i | i | -5 | i | i
COc1ccc(N(CC(=O)NCc2ccco2)S(C)(=O)=O)cc1OC | 4 | i | -1 | i | -0.8 | 5 | i | i | 6 | i | i
Cc1cc(SCC(=O)N/N=C/c2ccc(O)cc2O)c(C)cc1Br | 38 | i | 5 | i | 39* | 79* | i | i | 78* | i | i
Cc1ccc(NC(=O)C2CC(=O)NC(N3CCCCC3)=N2)cc1Cl (stereo not drawn) | 8 | i | -1 | i | 0.5 | 12 | i | i | -3 | i | i
O=C(NC1CCCCC1)C(c1cccnc1)N(C(=O)CCl)c1cccc(Cl)c1 (stereo not drawn) | -11 | i | 4 | i | 2.2 | 2 | i | i | -81 | i | i
COc1ccccc1-c1ccc(=O)n(CC(=O)NCc2ccco2)n1 | -23 | i | -1 | i | 0.1 | 6 | i | i | 6 | i | i
CCN1CCN(C(c2ccc(OC)cc2)C(O)C(=O)c2c[nH]c3ccccc23)CC1 (stereo not drawn) | -21 | i | -2 | i | -0.2 | -10 | i | i | -3 | i | i
CCOCCCNC(=O)/C=C1\Sc2ccccc2N(Cc2ccccc2F)C1=O | -12 | i | -4 | i | 0.7 | -3 | i | i | -41 | i | i
COC(=O)[C@H](CCSC)NC(=O)Nc1ccc(OC)c(Cl)c1 | -32 | i | -3 | i | 0.3 | 1 | i | i | 2 | i | i

Some values from above.
KLF5 inh result of Cc1ccc(NC(=O)C2CC(=O)NC(N3CCCCC3)=N2)cc1Cl (stereo not drawn) reads 8
SKKanGAS inh result of Cc1ncc2c(c1OC(=O)c1ccccc1)COC(C)(C)OC2 reads -1

Additional compounds follow:
SMILES | KLF5 inh | MrgX1 antagonist | IEC-6 tox | TRPC6 inhibitor | HIF act | SKKanGAS inh | TRPC6 act | TRPC4 PAM | aSyn UTR inh | TRPC4 act | TRPC4 block
O=C(Nc1ccc(OC(F)F)c(Cl)c1)c1ccccn1 | -229 | i | -3 | i | -0.7 | -5 | i | i | -92 | i | i
COc1ccc(/C=N/NC(=O)c2ccc(NC(=O)c3ccccc3Br)cc2)cc1 | -33 | i | 0 | i | 1.2 | 10 | i | i | 14 | i | i
CCOC(=O)C1=C(NC(=S)NC(=O)c2ccccc2)c2ccccc2CC1C(C)C (stereo not drawn) | 18 | i | -9 | i | -0.7 | 20 | i | i | 6 | i | i
CCCCCn1c(CN2CCN(C(=O)c3ccco3)CC2)nc2c1c(=O)n(C)c(=O)n2C | / | i | / | i | -0.3 | -10 | i | i | -6 | i | i
COc1ccccc1OCCOc1ccc(/C=C2\C(=N)N3N=C(S(C)(=O)=O)SC3=NC2=O)cc1 | -25 | i | -4 | i | -6.3 | 19 | i | i | 11 | i | i
CC(=O)NC1C(Oc2ccc(C)cc2)OC2COC(c3ccco3)OC2C1O (stereo not drawn) | 15 | i | -2 | i | 0.4 | 4 | i | i | 8 | i | i
Cc1nc2ccccc2c(=O)n1CCCN1CCOCC1 | 3 | i | -4 | i | -0.1 | 6 | i | i | 2 | i | i
C#CCNC(=O)C1=C[C@H](c2coc3ccccc3c2=O)[C@@H](CCCO)[C@H](OCC)O1 | -12 | i | 4 | i | 0.0 | 0 | i | i | -11 | i | i
C=CCNC(=O)NC(=O)Cn1c(=O)c2c(ncn2CC)n(Cc2ccccc2)c1=O | -8 | i | 3 | i | 0.6 | -5 | i | i | 5 | i | i
Cc1cccc(N(C(=O)c2snc(C(N)=O)c2N)C(C(=O)NCC2CCCO2)c2ccc3ncccc3c2)c1 (stereo not drawn) | -5 | i | 5 | i | -0.4 | 0 | i | i | 4 | i | -6*
CC1CCN(C(=O)C2CCN(S(=O)(=O)c3ccc(-n4cnnn4)cc3)CC2)CC1 | -5 | i | -5 | i | -0.6 | 0 | i | i | 10 | i | i
CC1(C)CC(=O)C(C=Nc2ccc3[nH]ncc3c2)=C(O)C1 | 0 | i | -1 | i | 0.3 | 1 | i | i | -9 | i | i
S=c1[nH]nc(Cc2c[nH]c3ccccc23)o1 | 11 | i | -4 | i | -0.4 | -1 | i | i | -17 | i | i
CCCCn1c(N)c(N(CC(C)C)C(=O)c2cc(C)nc3ccccc23)c(=O)[nH]c1=O | / | i | / | i | -0.4 | 6 | i | i | 6 | i | i
COC1(c2cc(-c3ccccc3)nc(N)n2)CCCCC1 | -20 | i | -3 | i | 0.2 | 7 | i | i | 9 | i | i
O=C(c1ccco1)N1CCN(CC(O)COc2ccc3oc4ccccc4c3c2)CC1 (stereo not drawn) | 20 | i | 4 | i | -0.2 | -3 | i | i | 24 | i | i
CCOCCCNC(=O)C1CCN(S(=O)(=O)CC)CC1 | -17 | i | 0 | i | -0.2 | 5 | i | i | 9 | i | i
C=CCn1cccc(C(=O)Nc2cc(OC)cc(OC)c2)c1=O | -24 | i | 0 | i | 1.2 | -13 | i | i | -36 | i | i
Cc1ccc(SCC(=O)NCc2ccc(F)cc2)cc1 | -42 | i | -2 | i | / | / | i | i | / | i | i
CC1=C(C(=O)Nc2ccc(Cl)cc2)C(c2ccco2)NC(=O)N1 (stereo not drawn) | 17 | i | 6 | i | -0.5 | 2 | i | i | -38 | i | i
Cc1cccc(NC(=O)c2nc(S(=O)(=O)Cc3ccccc3)ncc2Cl)c1 | 33 | i | 88* | i | -4.8 | -19 | i | i | 85* | i | i
Cc1ccc(OCCN2CCN(c3nc(NCc4ccco4)c4ccccc4n3)CC2)cc1 | 8 | i | -7 | i | -0.3 | 3 | i | i | 18 | i | i
CCOc1ccc(NC(=O)C2(c3ccc(OC)c(OC)c3)CCCC2)cc1 | -20 | i | 8 | i | -0.4 | -3 | i | i | 16 | i | i
O=c1cccc(-c2ccc(Br)cc2)o1 | -39 | i | -7 | i | 0.8 | 0 | i | i | 5 | i | i
COc1ccc(-c2cc(C(=O)OCc3ccccn3)c3ccccc3n2)cc1 | -20 | i | 1 | i | -24 | 12 | i | i | -9 | i | i
COCc1cc(=O)[nH]c(Nc2nc3ccccc3o2)n1 | -58 | i | 13 | i | -29 | 53* | i | i | -1 | i | i
O=C(NCCO)/C(=C/c1ccc(Br)cc1)NC(=O)c1cccs1 | -22 | i | 2 | i | -0.4 | -3 | i | i | 12 | i | i
CC(=O)Nc1ccc(-c2ccnc(-c3ccc(NC(C)=O)cc3)n2)cc1 | -49 | i | 4 | i | -0.6 | 2 | i | i | 13 | i | i
Cc1ccc(CNC(=O)C(C)OC(=O)c2ccco2)cc1 (stereo not drawn) | -11 | i | 3 | i | 0.1 | 0 | i | i | 10 | i | i
COc1cc(C2C(C(=O)c3ccc(C)o3)=C(O)C(=O)N2c2cc(C)on2)cc(OC)c1OC (stereo not drawn) | / | i | / | i | -0.1 | 1 | i | i | -4 | i | i
CC(C)C1N=C2c3ccccc3N=C(SCC(=O)NCCc3ccc(S(N)(=O)=O)cc3)N2C1=O (stereo not drawn) | 1 | i | -1 | i | -0.5 | -7 | i | i | -3 | i | i
CCOC(=O)Cc1[nH]nc2c1C(c1cc(OC)ccc1OC)C(C#N)=C(N)O2 (stereo not drawn) | -2 | i | 4 | i | / | -3 | i | i | / | i | i
CC(=O)c1ccc(NC(=O)CNCC(c2ccccc2)N(C)C)cc1 (stereo not drawn) | -22 | i | 2 | i | -0.5 | -4 | i | i | 16 | i | i
O=C(NN=C1C2CC3CC(C2)CC1C3)c1ccncc1 | -8 | i | -10 | i | 0.1 | 2 | i | i | -2 | i | i
O=[N+]([O-])c1ccccc1OCCCN1CCc2ccccc2C1 | -14 | i | 6 | i | 1.6 | 10 | i | i | -6 | i | i
COc1ccc(S(=O)(=O)Nc2ccccc2C(=O)NCc2cccnc2)cc1 | -1 | i | 7 | i | 0.3 | 6 | i | i | 16 | i | i
CCCCc1nnc(NC(=O)CCc2ccccc2)s1 | -32 | i | -7 | i | -1.3 | -5 | i | i | -4 | i | i
CCCCCC[n+]1c(-c2ccccc2)csc1Nc1ccccc1 | 13 | i | -6 | i | 0.3 | -4 | i | i | -18 | i | i
Cn1c(C(=O)NC2CCCCC2)cc2c(=O)n(C)c3ccccc3c21 | -19 | i | 4 | i | -0.1 | -13 | i | i | 8 | i | i
COc1cccc(C(=O)Nc2ccc(N3CCN(Cc4ccccc4)CC3)cc2)c1 | -4 | i | 15 | i | 1.4 | 5 | i | i | -47 | i | i

Assay outcomes: PubChem BioAssay, several laboratories

Rows were taken by chance; overall some 5.8% were active at least once.
